# Screens (PubChem BioAssay)
# SIRT5 block: SIRT5 desuccinylase inhibitors, primary screen, biochemical, fluorescence imaging, single point, set 5; NAD-dependent protein deacylase sirtuin-5, mitochondrial (Homo sapiens), Q9NXA8; Purified SirT5, succinyl-peptide AMC, trypsin-coupled fluorescence; inhibition, % at 15 µM; 330,000 compounds, 1.1% hits; in the data active = inhibition above about 15%; inconclusive = no clear call, values can overlap the other calls
# Target sequence (Q9NXA8 whole entry, looked up): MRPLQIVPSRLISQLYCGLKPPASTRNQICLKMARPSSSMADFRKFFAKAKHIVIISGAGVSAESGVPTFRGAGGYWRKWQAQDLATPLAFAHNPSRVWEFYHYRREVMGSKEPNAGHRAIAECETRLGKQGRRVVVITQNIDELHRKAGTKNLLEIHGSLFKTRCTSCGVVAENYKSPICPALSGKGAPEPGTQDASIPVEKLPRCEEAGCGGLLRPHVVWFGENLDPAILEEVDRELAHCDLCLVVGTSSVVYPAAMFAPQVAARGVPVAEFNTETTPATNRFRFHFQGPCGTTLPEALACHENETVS
# PAX8 inh HTS: inhibitors of PAX8-driven TPO luciferase reporter, primary screen, RMG-I cells, single concentration; inhibition, % at 12.6 µM; AID 652154, 2013; 360,000 compounds, 1.2% hits; SteadyGlo, 24 h;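 active = mean replicate inhibition at least 60% with every replicate also reaching 60%; inconclusive = only one of the two criteria is met; inactive = mean below 60% and not all replicates reaching 60%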;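 note: luciferase light reporting Pax8 driven TPO promoter activity; plate controls were median of neutral control wells for no effect and mitoxantrone controls for full effect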
# CASP6 VEID inh: human caspase-6 inhibitors, primary screen, biochemical, VEID-R110 fluorescence, single point, set 2; purified caspase-6, Z-VEID-R110 cleavage fluorescence; AID 686996, 2013; inhibition, % at 12.5 µM; 350,000 compounds, 0.53% hits;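 active = mean inhibition across replicates at least about 35%, with every replicate also reaching that limit, limit read from the data; inconclusive = only one of the two criteria met; inactive = neither criterion met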;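 note: 0% = median of neutral control wells and 100% = no fluorescence left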
# Target sequence (P55212 24-179 limits assumed): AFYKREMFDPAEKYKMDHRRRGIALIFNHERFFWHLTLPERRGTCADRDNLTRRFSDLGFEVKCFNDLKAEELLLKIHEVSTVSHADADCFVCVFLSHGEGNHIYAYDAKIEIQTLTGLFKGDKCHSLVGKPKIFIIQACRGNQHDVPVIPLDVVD
# Target sequence (P55212 194-293 limits assumed): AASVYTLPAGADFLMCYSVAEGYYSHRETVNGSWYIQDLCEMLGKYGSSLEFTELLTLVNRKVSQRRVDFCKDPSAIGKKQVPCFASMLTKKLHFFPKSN
# DENV2 CPE rescue: inhibitors of DENV2 cytopathic effect, primary screen, cell-based, plate reader, single concentration; DENV2-infected cells, cytopathic effect rescue; CPE inhibition, % at 9.99 µM; AID 651640, 2012; 350,000 compounds, 1.7% hits; in the data active = CPE inhibition above about 20%, passing the limit was not always enough; inconclusive = no clear call, values can overlap the other calls; tested in BHK-21 cells;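 note: 0% = median of neutral control wells and 100% = median of positive control wells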
# ARNT-TACC3 inh: disruptors of ARNT/TACC3 protein interaction, primary screen, biochemical, AlphaScreen, single concentration; AID 623870, 2012; inhibition, % at 9.99 µM; 390,000 compounds, 0.66% hits; AlphaScreen His-ARNT PAS-B/GST-TACC3 binding, luminescence; TACC3 fragment carries E629A point mutation; Transforming acidic coiled-coil-containing protein 3 (Homo sapiens), Q9Y6A5;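 active = mean inhibition of replicates at least 50% and at least half of replicates each reaching 50%; inconclusive = half or more replicates reach 50% but mean below 50%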;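 note: 0% = complete ARNT plus TACC3 wells and 100% = ARNT alone without TACC3; many hits fall short of the cut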
# EWS-Fli inh: EWS/Fli-driven NR0B1 reporter inhibitors, primary screen, A673 cells, NR0B1 luciferase, luminescence, MLPCN library. viability-normalised. inhibition, % at 12.6 µM. 350,000 compounds, 0.67% hits. AID 651661, 2012;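 active = mean inhibition of at least 50% after viability correction, with every replicate also passing that limit; inconclusive = mean reaches 50% but only one of two replicates passes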;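 note: firefly luciferase signal divided by Alamar Blue viability fluorescence both relative to DMSO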
# LGR2 antag: inhibitors of bursicon-induced LGR2 CRE-luciferase signal, primary screen, cell-based, HEK293, CRE-luciferase reporter, bursicon stimulation; Drosophila bursicon receptor LGR2 (rickets); bursicon-stimulated, 4 h; inhibition, % at 9.99 µM; 380,000 compounds, 0.35% hits; AID 720647, 2013;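 active = drop in luminescence signal, shown as inhibition above about 50% in the replicate tests, limit read from the data, passing the limit was not always enough; inconclusive = probably only some replicates passing the limit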;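 note: agonist challenge used bursicon conditioned medium at about half maximal strength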
# The depositor's hits bear a star; ? = inconclusive; · = not tested or not shown; & = joins results of further samples.
SMILES,SIRT5 block,PAX8 inh HTS,CASP6 VEID inh,DENV2 CPE rescue,ARNT-TACC3 inh,EWS-Fli inh,LGR2 antag
CC(=O)N1N=C(c2cccc([N+](=O)[O-])c2)OC1(C)CC(=O)Nc1ccccc1 (centres undefined),2,-6,-2,9,0,3,1
Cc1cc(C)c(-c2cc(NC(=O)COC(=O)c3ccc(NC(=O)CC#N)cc3)n(-c3ccccc3)n2)cc1C,-2,-21,-3,-8,-11,-36,7
NS(=O)(=O)c1ccc(CCNC(=O)C(=O)c2cn(CC(=O)N3CCOCC3)c3ccccc23)cc1,1,-5,2,9,-11,·,13
C=CCSc1ncccc1C(=O)NCCc1ccc(Cl)cc1,-7,-16,-4,16,-8,3,-6
C[C@H](CO)N1C[C@H](C)[C@@H](CN(C)Cc2ccc(C(=O)O)cc2)Oc2ccc(NS(=O)(=O)c3ccccc3)cc2C1=O,2,·,-2,-7,-2,-11,-38
CCCCN(CC)CCNC(=O)c1cc2c(=O)[nH]c3ccccc3c2n1C,-1,0,3,-3,·,14,-11
CN1CCN(C(=O)c2cc3c(c(-c4cccc(Br)c4)n2)[C@@H](CCO)N(S(=O)C(C)(C)C)C3)CC1 (some centres undefined),7,1,9,8,·,18,20
CN(C)CC(=O)N[C@H]1CC[C@H](CC(=O)NCCN2CCCCC2)O[C@@H]1CO,3,-9,0,0,-6,2,10
O=C(CSc1ncn[nH]1)Nc1ncc(C(F)(F)F)cc1Cl,-7,-1,·,2,-7,8,-11
COc1ccc2c3c(n(C)c2c1)[C@H](CO)N(C(C)=O)CC31CN(Cc2ccccc2OC)C1,·,·,·,-5,·,-8,0
Cc1ccc(S(=O)(=O)/C=C2\OCc3ccccc32)cc1,6,-110,3,0,·,-1,2
COC(=O)c1ccc(-c2ccc(Cl)cc2)nc1C,·,-188,·,·,-3,·,8
O=C(CCN1CCN(Cc2ccccc2)CC1)Nc1cccc(Br)c1,-3,2,-1,3,1,-1,19
COc1ccccc1N1CCN(Cc2ccc(OC)c3ccccc23)CC1,-2,·,2,5,-20,2,-2
C[C@@H]1CN([C@H](C)CO)C(=O)CCCn2nncc2CO[C@H]1CN(C)C(=O)OCc1ccccc1,-6,-7&-2,-3&-2,-8&2,3,-9&-3,3
O=C(CNc1ccc(Br)cc1)c1ccc(O)cc1,17*,8,5,-6,3,4,-45
COc1cc(CN(C(=S)NCC(=O)NC2CCCC2)C2CCCC2)cc(OC)c1OC,·,5,·,·,1,·,-15
CSc1nc(C)cc(Oc2ccc(OCC(N)=O)nn2)n1,1,22,15,7,-3,8,9
C=CCNC(=O)c1onc(CSc2ccc(F)cc2)c1C(=O)O,·,14,-5,-1,-7,-4,-4
O=C(N[C@H]1CC[C@@H](CCNS(=O)(=O)c2ccccc2Cl)O[C@H]1CO)c1ccccc1,1,2,0,18,2,4,14
O=C(O)C1CCCN1C(=O)OCC1c2ccccc2-c2ccccc21 (centres undefined),-1,-15,-3,-1,-1,-6,·
CCN1CNC(=S)N(C(C)c2ccccc2)C1 (centres undefined),0,23,-3,4,18,-1,6
O=C(CN1C(=O)NC2(CCc3ccccc3C2)C1=O)Nc1ccc(Cl)cc1F (centres undefined),-4,-1,5,?,-9,3,12
COc1ccc(NC(=O)N(C)C[C@H]2Oc3ccc(NC(=O)Nc4c(C)noc4C)cc3CC(=O)N([C@@H](C)CO)C[C@@H]2C)cc1,·,-27,-2,-1,2,8,-17
C[C@@H]1CN([C@H](C)CO)C(=O)c2cc(NC(=O)CCC(F)(F)F)ccc2O[C@H]1CN(C)C(=O)NC1CCCCC1,8,-13,·,17,-8,1,18

# Entries shown so far that have an NH in an aromatic ring (two):
SMILES,SIRT5 block,PAX8 inh HTS,CASP6 VEID inh,DENV2 CPE rescue,ARNT-TACC3 inh,EWS-Fli inh,LGR2 antag
CCCCN(CC)CCNC(=O)c1cc2c(=O)[nH]c3ccccc3c2n1C,-1,0,3,-3,·,14,-11
O=C(CSc1ncn[nH]1)Nc1ncc(C(F)(F)F)cc1Cl,-7,-1,·,2,-7,8,-11

# Continuation.
SMILES,SIRT5 block,PAX8 inh HTS,CASP6 VEID inh,DENV2 CPE rescue,ARNT-TACC3 inh,EWS-Fli inh,LGR2 antag
CC(C)C(NC(=O)c1ccc(C(C)(C)C)cc1)C(=O)Nc1ccc(N2CCOCC2)cc1 (centres undefined),-7,-5,1,2,-3,-2,-4
CC(=O)c1ccc(N2CCN(C(=O)C3CCN(C(=O)Nc4ccccc4)CC3)CC2)cc1,2,7,0,13,-2,6,-6
CN1C(=O)C(C)(C)c2cc(S(=O)(=O)NCC3CCC(C(=O)NC4CCCCC4)CC3)ccc21 (centres undefined),-2,-9,4,3,1,·,7
Cc1cccc(S(=O)(=O)N2[C@@H]3c4cccc(=O)n4C[C@H]2[C@H](CO)[C@H]3C(=O)N(C)C)c1,·,-12,·,-4,-2,-4,-2
C[C@H]1CN([C@@H](C)CO)C(=O)c2cccc(NS(=O)(=O)c3ccc(Cl)cc3)c2O[C@H]1CN(C)S(C)(=O)=O,0,·,1,8,-1,0,-19
O=c1[nH]cc(S(=O)(=O)N2CCN(c3ccccc3F)CC2)c(=O)[nH]1,11,-10,1,1,·,-6,-7
Cc1cc2oc3c(c(=O)c2cc1C)C(c1ccc(C(C)C)cc1)N(CCCN1CCOCC1)C3=O (centres undefined),·,17,-1,-2,7,-7,-6
Cc1nnc(SCCCCSc2nnc(C)c(=O)[nH]2)[nH]c1=O,0,-4,7,·,19,6,7
Nc1ccc2nc(-c3ccccc3)cnc2c1,-1,-124,4,3,-23,-49,47
CCOc1ccc(NC(=O)CN(C)C(=O)/C=C/c2ccc(S(=O)(=O)N3CCCCCC3)cc2)cc1OCC,-10,14,-1,1,-1,12,-8
C[C@H](CO)N1C[C@H](C)[C@H](CN(C)C(=O)NC2CCCCC2)Oc2ccc(NC(=O)CCCN(C)C)cc2C1=O,-2,6,0,-5,-11,·,-4
CCCN(C)C[C@@H]1Oc2ncc(-c3cccc(OC)c3)cc2C(=O)N([C@H](C)CO)C[C@@H]1C,0,·,-2,0,-6,-6,28
CCc1nnc(NC(=O)C2CCN(c3ncnc4sc(C)c(C)c34)CC2)s1,3,11,0,-4,-2,10,·
CCC(=O)N[C@H]1CC[C@H](CC(=O)OC)O[C@H]1CO,-1,-6,2,-3,-1,2,-15
O=C(c1ccco1)N1CCN(c2c([N+](=O)[O-])nn(-c3cccc(Cl)c3)[n+]2[O-])CC1,-5,11,2,0,6,-2,13
CC(C)NC(=O)N[C@@H]1C=C[C@@H](CC(=O)NCc2ccc(Oc3ccccc3)cc2)O[C@@H]1CO,-2,3,0,-4,-10,10,-10
CCc1ccc(C(C(=O)NC2CCCC2)N(C(=O)/C=C/C(=O)Nc2cc(C)on2)c2ccccc2C)cc1 (centres undefined),·,5,·,·,-5,·,7
Cc1ccc(C(=O)NNC(=O)Cc2csc(-c3csc(C)n3)n2)cc1,-7,1,-4,-9,-6,15,3
Cc1c(Cl)cccc1NC(=O)c1ccco1,-4,-10,-1,-4,-5,-29,-19
O=C(Oc1cc(=O)oc2c1c(=O)n1c3c(cccc23)CC1)c1ccc(F)cc1,3,-20,0,-3,·,-4,10
O=C(Nn1cnnc1)c1ccc([N+](=O)[O-])cc1Cl,4,15,3,-1,-4,3,2
Cc1ccc(S(=O)(=O)NC2(C(=O)O)CCCCC2)cc1,-3,-13,2,·,-4,·,-8
COc1ccccc1CNCC(c1ccccc1)c1ccccc1,-2,-20,-7,-2,-2,16,7
CN(C)CC(=O)Nc1ccc2c(c1)[C@@H]1C[C@H](CC(=O)NCc3ccccn3)O[C@@H](CO)[C@@H]1O2,-3,-9,1,-2,-13,-15,-8
CCC(=O)N(C)C[C@@H]1Oc2cc(-c3cccc(F)c3)ccc2S(=O)(=O)N([C@@H](C)CO)C[C@H]1C,-2,·,-3,-4,1,-5,5
# Following part.
SMILES,SIRT5 block,PAX8 inh HTS,CASP6 VEID inh,DENV2 CPE rescue,ARNT-TACC3 inh,EWS-Fli inh,LGR2 antag
CCCCCN(C(=O)CCC(=O)OCC(=O)Nc1cccc(SC)c1)c1c(N)n(CCCC)c(=O)[nH]c1=O,6,8,4,-1,-6,0,13
COc1ccc(S(=O)(=O)N(C)C[C@H]2Oc3ccc(NS(=O)(=O)c4cccs4)cc3C(=O)N([C@H](C)CO)C[C@H]2C)cc1,-3,·,-1,-1,-6,1,1
CCCNC(=O)N(C)C[C@@H]1Oc2cc(C#Cc3ccccn3)ccc2S(=O)(=O)N([C@@H](C)CO)C[C@@H]1C,1,·,-1,15,1,-6,12
COc1ccc(/C=N/NC(=O)c2ccc3nc[nH]c3c2)c(OC)c1OC,4,30,-1,1,5,36,3
CCOC(=O)C1CCN(C(=O)COC(=O)c2ccc3c(c2)C(=O)N(c2ccc(OCC)cc2)C3=O)CC1,1,16,1,10,4,-7,33
CCC(NC(=O)CN1CCN(C(=O)c2cccs2)CC1)c1ccc(C)cc1 (centres undefined),-1,60,0,10,-3,0,27
COc1ccccc1CN1[C@H](CO)[C@@H]2c3ccccc3N(C(=O)c3ccc(F)cc3)C[C@@H]21,-1,9,·,-4,8,11,10
C[C@H](CO)N1C[C@H](C)[C@@H](CN(C)S(=O)(=O)c2ccc(Cl)cc2)Oc2ccc(NC(=O)Nc3cccc4ccccc34)cc2C1=O,-1,·,2,2,·,15,6
COC(=O)c1nn(-c2ccc(OC)cc2)c(=O)cc1Sc1ccc(C)cc1,-1,20,6,9,·,10,-19
O=C1OC(c2ccccc2)Sc2ccccc21 (centres undefined),-2,-10,1,2,-12,-2,-17
COc1ccc(C(=O)NCCCN=C2NS(=O)(=O)c3ccccc32)cc1,-2,1,0,4,7,2,-4
C[C@H]1CN([C@@H](C)CO)C(=O)c2cc(NC(=O)Cn3cnnn3)ccc2O[C@H]1CN(C)Cc1ccc(C(=O)Nc2ccccc2N)cc1,·,·,-4,43*,-8,0,13
Cc1ccc(NS(=O)(=O)c2ccc(C(=O)NNC(=O)c3ccccc3O)cc2)cc1,2,40,0,-7,24,18,0
CN(C)c1ccc(-c2ccnc3c2CC(C)(C(=O)NCc2cccs2)O3)cc1 (centres undefined),-3,13,3,-8,·,47,-4
CN(c1ccccc1)S(=O)(=O)c1cccc(NC(=O)CSc2n[nH]c(N)n2)c1,-4,-1,1,10,-7,4,-1
CO[C@@H]1CN(C)C(=O)c2cc(NC(=O)c3ccc(F)cc3)ccc2OC[C@@H](C)N(C(=O)CN(C)C)C[C@@H]1C,·,-10,·,·,·,-1,-15
CC1(C(=O)NS(=O)(=O)c2ccccc2Cl)CCN1C(=O)c1ccccc1 (centres undefined),1,6,1,-11,·,-12,1
O=C(/C=C/c1ccc(OCCCF)cc1)N1CCN(Cc2ccccc2)CC1,2,14,-4,18,7,0,2
NS(=O)(=O)c1ccc(CCNC(=O)c2ccc([N+](=O)[O-])s2)cc1,4,32,3,-3,-4,20,14
Cc1cccc(C(=O)NCCC(=O)N2CCc3ccccc3C2)c1,-4,13,6,1,3,4,0
COC(=O)c1cc(S(=O)(=O)NC2CCCCC2)cn1C,-1,-13,-2,-5,-4,-5,-2
O=C(CCc1cn(Cc2ccc(F)cc2)c2ccccc12)N1CCOCC1,-7,-9,3,0,-5,-3,2
Cc1cccnc1NC(=O)c1ccc(S(=O)(=O)N2CCC(C)CC2)cc1,0,-10,3,5,-4,0,-9
C[C@@H]1CN([C@H](C)CO)C(=O)CCCn2cc(nn2)CO[C@@H]1CN(C)Cc1ccc(C(F)(F)F)cc1,·,-4,·,·,·,-3,9
O=C(CSc1nc2ccccc2c(=O)n1CC1CCCO1)NCc1ccc2c(c1)OCO2 (centres undefined),-1,16,-4,-1,-4,8,4
